High-throughput results: PubChem, Broad Institute
FN deposit inh = inhibitors of fibronectin matrix deposition, primary screen, AH1F cells, Alexa488-fibronectin fluorescence, plate reader | AH1F fibroblasts, overnight | inhibition, % at 12.6 µM | actives 0.086% (n = 350,000) | AID 743247, 2014;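 active = mean inhibition across replicates of 30% or more, regardless of how many single replicates reach that level; inconclusive = mean under 30% yet at least half of replicates reach 30%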;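 also: positive control wells lacked labelled fibronectin entirely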
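Material: AH1F fibroblasts assembling fluorescent fibronectin matrix; amount: 10000 AH1F cells/well; medium: DMEM, 2% serum; reagent: Alexa488-fibronectin, 24 nM final in well; dosing: single compound dose, delivered by pin transfer; incubation: 1 h adhesion, overnight exposure; detection: fluorescence after three HBSS washes, excitation 485 nm, emission 525 nm; measure: fibronectin deposition inhibition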
RAD52 inh = RAD52 DNA annealing inhibitors, primary screen, biochemical, FRET, single point, set 2; recombinant RAD52 DNA annealing, FRET fluorescence; inhibition, % at 18.7 µM; actives 0.46% (n = 360,000); AID 651710, 2012;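 active = every replicate showing at least 50% inhibition; inconclusive = mean inhibition at least 50% but not in every replicate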
Target sequence (P43351 whole entry, looked up): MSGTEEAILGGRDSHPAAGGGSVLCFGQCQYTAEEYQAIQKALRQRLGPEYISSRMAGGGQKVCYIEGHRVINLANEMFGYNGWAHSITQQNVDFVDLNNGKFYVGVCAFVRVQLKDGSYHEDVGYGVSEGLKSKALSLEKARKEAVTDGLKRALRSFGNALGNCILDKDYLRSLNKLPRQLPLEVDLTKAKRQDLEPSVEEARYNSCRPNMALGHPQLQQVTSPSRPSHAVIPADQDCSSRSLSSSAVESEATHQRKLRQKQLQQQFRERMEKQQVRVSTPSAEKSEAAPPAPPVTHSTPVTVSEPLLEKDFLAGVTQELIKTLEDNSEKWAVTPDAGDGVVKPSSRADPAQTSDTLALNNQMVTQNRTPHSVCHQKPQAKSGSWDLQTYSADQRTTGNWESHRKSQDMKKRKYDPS
esBAF inh = Bmi1 luciferase reporter increase in mESCs, primary screen, esBAF inhibitor project, mouse ES cells, Bmi1 luciferase knock-in, single point | actives 2% (n = 350,000) | AID 602393, 2012 | reporter increase, % at 12.5 µM | 24 h; 100% = twice the neutral-well signal; in the data active = activation above about 40%; inconclusive = no clear call, values can overlap the other calls;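 also: 0% = median of the plate's neutral control wells and 100% = double that signal; a rise in the Bmi1 reporter signal indicates esBAF inhibition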
E-selectin induc = E-selectin induction in HUVECs, primary screen, imaging, HUVEC, immunofluorescence imaging, single point; P16581; normalized: neutral wells 0, TNF-alpha wells 100; activation, % at 7.58 µM; actives 0.37% (n = 260,000); AID 686992, 2013;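 active = mean E-selectin-positive cell signal at least 10% of the positive control, reached in at least 60% of replicates, without over 20% cell loss; inconclusive = no rule given, readout overlaps actives, possibly toxicity-flagged; inactive = the rest, including those meeting only one limit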;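 also: in these data hits start at about 27%; measured in HUVEC primary endothelial cells; signal is the percent of cells scored E-selectin positive by PE staining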
Target sequence (P16581 whole entry, looked up): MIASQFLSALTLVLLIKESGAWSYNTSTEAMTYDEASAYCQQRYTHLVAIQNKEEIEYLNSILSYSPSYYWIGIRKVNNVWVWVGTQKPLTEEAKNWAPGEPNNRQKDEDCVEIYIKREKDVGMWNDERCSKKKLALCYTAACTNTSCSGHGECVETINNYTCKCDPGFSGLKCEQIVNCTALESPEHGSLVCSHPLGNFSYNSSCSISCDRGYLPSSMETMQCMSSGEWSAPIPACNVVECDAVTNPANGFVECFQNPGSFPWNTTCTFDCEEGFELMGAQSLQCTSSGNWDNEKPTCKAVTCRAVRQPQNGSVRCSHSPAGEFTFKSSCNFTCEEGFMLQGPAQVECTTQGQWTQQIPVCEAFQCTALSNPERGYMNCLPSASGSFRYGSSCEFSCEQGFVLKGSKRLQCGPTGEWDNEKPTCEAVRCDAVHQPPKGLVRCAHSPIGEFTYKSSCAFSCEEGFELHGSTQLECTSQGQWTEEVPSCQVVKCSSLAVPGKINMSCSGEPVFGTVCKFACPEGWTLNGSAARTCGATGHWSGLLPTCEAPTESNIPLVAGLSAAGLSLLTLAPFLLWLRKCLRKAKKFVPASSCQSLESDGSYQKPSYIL
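Material: HUVEC primary endothelial cells; Amount: 3,000 cells per well; Dosing: single concentration; Medium: EGM-2 growth medium on 0.1% gelatin-coated wells; Read-out basis: percent E-selectin-positive cells; Signal: immunofluorescence imaging; Control set: TNF-alpha, DMSO.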
RAD54 inh = inhibitors of human RAD54 branch migration, primary screen, biochemical, fluorescence, single point; DNA repair and recombination protein RAD54-like (Homo sapiens), Q92698; RAD54 Holliday junction branch migration, FAM/BHQ fluorescence; inhibition, % at 10.4 µM; actives 0.14% (n = 360,000); AID 602329, 2012;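 active = mean normalized replicate activity at least 40 and at least half of replicates scoring 40 or more; inconclusive = only one of the two criteria met; inactive = mean below 40 and under half of replicates reaching 40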;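 also: 0% = median of neutral control wells and 100% = median of positive control wells; inhibitors cause a drop in the FAM fluorescence signal; in these data hits start at about 50%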
S100A4 inh HTS = inhibitors of S100A4-myosin IIA peptide binding, primary screen, biochemical, fluorescence polarization, TAMRA-MyoIIA peptide; Protein S100-A4 (Homo sapiens), P26447; inhibition, % at 10.7 µM; actives 0.14% (n = 360,000); AID 652163, 2013;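 active = mean inhibition of at least 70% across replicates, with every replicate also reaching that level; inconclusive = mean inhibition reaches 70% but some replicates fall short; inactive = mean inhibition below 70%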
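incubation = readout 5 min after mixing, signal stable up to 60 min | system = S100A4 monomer protein | buffer or medium = HEPES pH 7.2 with CaCl2, KCl, NaCl, DTT, Triton | benchmarks = neutral control DMSO, positive control TFP | also added = fluorescent myosin IIA peptide, 5 nM | compound dosing = one concentration per compound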
Xi reactivation = activators of inactive X chromosome reactivation, primary screen, imaging, XiGFP fibroblasts, GFP high-content imaging, set 2 | XiGFP mouse fibroblasts, % GFP-positive cells imaging, 3 d; cells co-treated with 5-aza-dC sensitizer; scaled so ellipticine positive control = 100% | activation, % at 7.58 µM | actives 0.055% (n = 360,000) | AID 743238, 2013;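 active = mean normalized replicate activation at least 10% and every replicate at or above 10%; inconclusive = only one of the two criteria met; inactive = mean below 10% and not all replicates reach 10%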;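 also: 0% = median of on-plate neutral control wells and 100% = ellipticine 6 µM median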
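Material: XiGFP fibroblasts, SV40-immortalized. Buffer or medium: DMEM plus 5-aza-dC sensitizer. Compound: single concentration per compound, delivered by pin transfer. Times: 3 days compound exposure. Controls: ellipticine 6 µM.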
EWS-Fli inh = EWS/Fli-driven NR0B1 reporter inhibitors, primary screen, A673 cells, NR0B1 luciferase, luminescence, MLPCN library; viability-normalised; inhibition, % at 12.6 µM; actives 0.67% (n = 350,000); AID 651661, 2012;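 active = mean inhibition of at least 50% after viability correction, with every replicate also passing that limit; inconclusive = mean reaches 50% but only one of two replicates passes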;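 also: firefly luciferase signal divided by Alamar Blue viability fluorescence both relative to DMSO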
Active calls of the source: *; u = inconclusive; x = not tested or not shown; & = joins results of further samples. The order is random, and some 3% of all compounds hit somewhere here.

SMILES	FN deposit inh	RAD52 inh	esBAF inh	E-selectin induc	RAD54 inh	S100A4 inh HTS	Xi reactivation	EWS-Fli inh
CN(C)S(=O)(=O)N1CCC(Oc2cccc(C(=O)N3CCSCC3)c2)CC1	-4.0	-12.9	-1.8	0.0	-16.8	-5.0	0.1	-0.7
COCCn1c(N)c(Sc2ccc(C)cc2)c(=O)[nH]c1=O	1.7	-9.3	1.8	11.3	1.5	-5.4	0.3	2.4
Cc1cccc(N(CC(=O)N2CCN(c3ccccc3F)CC2)S(C)(=O)=O)c1	0.5	-6.2	-2.3	1.4	-6.7	0.0	0.0	0.4
C/C(=N\NC(=O)c1ccc(Cl)cc1)c1cccs1	0.1	1.0	-8.6	0.0	4.2	-1.7	0.0	19.5
CC1=Nc2ccc(Br)cc2C(c2ccccc2)N1CC(=O)NN (stereo not given)	4.5	0.3	x	-0.2	x	3.0	0.3	8.4
Cc1noc(C)c1S(=O)(=O)Nc1ccc2c(c1)C(=O)N([C@@H](C)CO)C[C@H](C)[C@H](CN(C)C(=O)Nc1ccc3c(c1)OCO3)OCCCC[C@H](C)O2	x	13.3	4.6	-0.3	-5.0	2.2	-1.2	-5.0
CCCNC(=O)C[C@H]1C[C@@H]2c3cc(NC(=O)CN(C)C)ccc3O[C@@H]2[C@@H](CO)O1	-13.1	x	1.3	0.1	-3.2	x	-0.1	-0.2
C[C@@H]1CN([C@H](C)CO)C(=O)c2cc(NS(C)(=O)=O)ccc2O[C@@H](C)CCCCO[C@H]1CN(C)S(=O)(=O)c1ccc(Cl)cc1	x	-1.1	3.4	0.2	1.8	0.6	-0.7	0.8
O=C(C1=C[C@H](c2ccccc2)C[C@H](OCc2ccc(CO)cc2)O1)N1CCN(Cc2ccccc2)CC1	x	-63.7&-11.4	-3.5	0.0	-2.2	4.8&37.2	0.1	-0.4&8.2
CC(=O)c1ccc(NC(=O)c2ccccc2Sc2ncnc3sc(C)c(C)c23)cc1	-6.5	-19.7	21.7	x	0.1	-1.8	0.0	1.7
COc1ccc(C(=O)NC(=S)Nc2cccnc2)cc1[N+](=O)[O-]	4.2	-9.3	x	0.2	x	2.9	-0.1	-16.0
COc1ccccc1Nc1nc(C)cc(=O)[nH]1	x	-1.9	0.7	x	14.0	-3.0	x	x
CC(C)C(C(=O)NCC1CCCO1)N(C(=O)CNS(=O)(=O)c1ccc(F)cc1)c1ccccc1 (stereo not given)	7.2	-2.6	-3.1	x	-2.0	-12.8	-0.1	2.5
O=C(NCC[C@@H]1CC[C@H](NS(=O)(=O)c2ccccc2)[C@@H](CO)O1)c1ccccc1F	1.6	6.7	-3.2	-0.4	-6.1	0.0	0.2	-1.6
CC(=O)Nc1ccc(N2C(=O)CSC2c2c(F)cccc2Cl)cc1 (stereo not given)	-6.9	13.5	1.4	x	6.8	0.2	x	x
O=C(NCCCN1CCOCC1)c1cccc(S(=O)(=O)N2CCOCC2)c1	7.1	-1.9	0.8	5.1	-3.8	-0.4	0.1	5.9
Cc1ccccc1-c1ccc([C@@H]2[C@H]3CN(C(=O)Nc4ccccc4)CCCCN3[C@H]2CO)cc1	x	11.8	x	0.3	7.3	-2.4	0.0	11.5
CC(=O)c1cccc(NC(=O)CCn2c(=O)oc3ccccc32)c1	1.8	-2.2	-6.0	x	4.7	1.5	-0.1	-8.9
C[C@@H]1CN([C@@H](C)CO)C(=O)c2cc(C#CC3CCCCC3)cnc2O[C@@H]1CN(C)S(=O)(=O)c1cccc(F)c1	1.5	4.7	0.0	-0.3	0.6	-12.5	-0.1	-2.8
C=C1CCN(c2ccc(C(=O)NCc3ccc(C)cc3)cc2[N+](=O)[O-])CC1	-3.3	-50.6	14.0	x	-7.1	-2.6	0.1	-4.0
COc1cccc(C(=O)Nc2ccc3c(c2)OC[C@@H](C)N(CCc2ccccc2)C[C@H](C)[C@H](OC)CN(C)C3=O)c1	7.8	8.3	1.4	0.2	-10.1	18.9	0.4	-4.0
Cc1cc(C)n(CC(=O)N2CCCC(N3CCN(c4ccccc4C)CC3)C2)n1 (stereo not given)	-5.8	6.7	-1.7	-0.9	-12.0	9.7	0.0	x
O=C(NCCO)C(=O)Nc1cc2c3c(c1)CC(=O)N3CCC2	-3.1	-15.9	-2.2	x	10.5	-0.4	0.2	x
O=C1N(Cc2ccccc2)c2ccccc2C12OCCO2	6.6	-13.5	-7.0	-0.3	5.3	-10.6	0.0	7.1
CC1CCCN(Cc2c(O)ccc3c4c(c(=O)oc23)CCCC4)C1 (stereo not given)	31.1*	4.2	x	u	17.3	4.4	0.4	4.2
COC(=O)C1=C(SC)N(c2ccccc2)C(c2ccccc2)CC1=O (stereo not given)	3.1	-6.6	x	x	x	1.1	0.0	6.8
Cc1cc(=O)[nH]c(-c2cccnc2)n1	x	-5.2	0.8	x	-1.4	-1.7	0.0	-8.3
CCOC(=O)/C=c1\s/c(=C\c2ccc(C(F)(F)F)cc2)c(=O)n1CC(=O)NCc1ccco1	1.4	-82.6	x	x	x	3.2	0.1	15.1
Cc1ccc(S(=O)(=O)Nc2ccc3c(c2)C(=O)N([C@H](C)CO)C[C@H](C)[C@H](CN(C)S(=O)(=O)c2cccs2)OCCCC[C@@H](C)O3)cc1	-1.9	2.0	-4.0	1.5	-6.6	-1.8	-0.2	-3.6
CC1CC1C(=O)OCC(=O)Nc1ccc(S(=O)(=O)N2CCOCC2)cc1 (stereo not given)	14.1	-18.9	-5.1	x	3.8	0.1	0.3	-3.4
CN(C)C(=O)c1ccc(-c2ccc([C@@H]3[C@H](CO)N4CCCCN(CC5CCOCC5)C[C@@H]34)cc2)cc1	x	0.9	x	-0.5	0.7	17.4	0.0	-8.2
O=C(C[C@H]1C[C@@H]2c3cc(NC(=O)C4CCOCC4)ccc3O[C@@H]2[C@@H](CO)O1)NCc1ccccn1	0.1	2.7	-0.3	-0.3	13.6	-7.1	0.4	-0.5
Cc1ccc(NC(=O)NN2CCOCC2)cc1	-7.4	-6.3	4.5	-0.1	x	0.4	0.0	-22.2
CN(C)S(=O)(=O)c1ccc(C(=O)OCC(=O)Nc2cccnc2Cl)cc1	-0.3	-25.0	x	1.3	x	-2.8	0.6	2.0
COc1cc(OC)cc(C(=O)NC(C(=O)NNC(=O)c2cc(Cl)ccc2OC)C(C)C)c1 (stereo not given)	6.8	-2.2	0.4	x	3.7	-0.6	0.0	7.6
CCC1(c2ccccc2)NC(=O)N(CC(=O)Nc2ccc(S(=O)(=O)Nc3ncccn3)cc2)C1=O (stereo not given)	x	6.1	-1.2	x	3.5	0.4	0.0	-1.5
O=C(O)c1ccccc1NC(=O)N1CCOCC1	-15.5	-11.6	x	x	x	-8.6	0.0	2.4
O=C1C(Cl)=C(Nc2ccc(F)cc2)C(=O)N1CCc1ccccc1	-4.0	-8.4	x	x	x	4.0	0.0	-43.9
COc1ccc(OC)c(N(CC(=O)N2CCN(Cc3ccccc3)CC2)S(C)(=O)=O)c1	-6.6	-14.1	-3.2	-0.1	3.2	-3.7	0.3	7.7
O=C(/C=C\N1CCOCC1)c1ccc(Br)cc1	2.5	-59.1	46.6*	-0.3	4.2	-25.9	-0.1	-53.3
CCOc1ccc(OCCOC(=O)CN(C)S(=O)(=O)c2ccc(NC(C)=O)cc2)cc1	x	-3.9	-4.5	0.0	-4.0	-19.4	0.0	-5.2
O=C(CSc1ccccc1)NNC(=O)c1ccncc1	x	0.0	-2.8	x	4.3	-3.6	0.0	1.9
COc1ccc(NC(=O)N(C)C[C@@H]2OCCCC[C@H](C)Oc3ccc(NC(=O)Nc4ccc(C(F)(F)F)cc4)cc3C(=O)N([C@@H](C)CO)C[C@H]2C)cc1	x	29.3	0.5	-0.1	5.8	-4.8	0.0	-0.7
CC(=O)Nc1cccc(-c2ccnc3c2CC(C(=O)Nc2cccnc2)O3)c1 (stereo not given)	x	-106.3	-9.7	-1.5	9.5	-2.4	0.2	-13.0
O=C(COC(=O)c1ccccc1C(=O)c1ccc(Cl)cc1)NCCc1ccccc1	3.1	-13.9	x	-0.2	7.8	-4.1	0.2	-45.1
C[C@H](NC(=O)c1nc[nH]c1C(=O)N[C@@H](C)c1ccccc1)C(=O)OC(C)(C)C	6.3	-3.9	-6.2	0.2	2.2	-3.2	0.0	0.5
Cc1ccc(S(=O)(=O)Nc2ccc3c(c2)C(=O)N([C@@H](C)CO)C[C@@H](C)[C@@H](CN(C)S(=O)(=O)c2ccc(Cl)cc2)O3)cc1	x	-1.4	x	-0.2	x	-0.3	0.0	6.9
O=C(O)C1=NN(c2ccccc2)C(=O)CC1	-5.2	3.0	1.0	x	-9.3	-0.8	0.2	4.1

Brought forward from above: two entries; new compounds follow.
SMILES	FN deposit inh	RAD52 inh	esBAF inh	E-selectin induc	RAD54 inh	S100A4 inh HTS	Xi reactivation	EWS-Fli inh
Cc1ccc(S(=O)(=O)Nc2ccc3c(c2)C(=O)N([C@@H](C)CO)C[C@@H](C)[C@@H](CN(C)S(=O)(=O)c2ccc(Cl)cc2)O3)cc1	x	-1.4	x	-0.2	x	-0.3	0.0	6.9
O=C(O)C1=NN(c2ccccc2)C(=O)CC1	-5.2	3.0	1.0	x	-9.3	-0.8	0.2	4.1
COc1cc(OC)cc(C(=O)N[C@H](C(=O)Nc2nc(-c3ccc(OC)c(OC)c3)cs2)C(C)C)c1	2.3	-0.9	15.5	x	-0.4	-8.0	-0.6	-2.1
CC1CCCC(C)N1C(=O)c1ccc(CS(=O)(=O)c2ccccc2)cc1 (stereo not given)	-11.5	-3.9	x	1.1	-15.7	2.2	0.0	x
CCc1cccc(C)c1NC(=O)COC(=O)CCn1c(C)csc1=O	9.5	-2.3	-6.5	0.0	1.7	2.2	0.0	1.1
CCN1/C(=c2/s/c(=C3/C(=O)N(c4ccccc4)N=C3C)n(CC)c2=O)C=Cc2ccccc21	-2.1	-3.1	x	x	x	-8.7	0.4	-1.7
CO[C@@H]1CN(C)C(=O)c2cc(NC(=O)C3CCC3)ccc2OC[C@@H](C)N(C(=O)CN(C)C)C[C@H]1C	7.9	5.7	2.3	-0.1	4.6	-4.8	-0.3	-1.9
